Screening data as filed in PubChem BioAssay.
Mtb RmlCD inh: M. tuberculosis RmlC/RmlD inhibition. inhibition, % at 3.6 µM. RmlC+RmlD coupled enzyme assay, percent inhibition; primary screen in compound mixtures. actives 0.03% (n = 160,000). P9WH09+P9WH11; in the data active = inhibition mostly above about 34%, no sharp cut-off; also: some results filed as inactive read as strong as hits
Target sequence (P9WH09 whole entry, looked up): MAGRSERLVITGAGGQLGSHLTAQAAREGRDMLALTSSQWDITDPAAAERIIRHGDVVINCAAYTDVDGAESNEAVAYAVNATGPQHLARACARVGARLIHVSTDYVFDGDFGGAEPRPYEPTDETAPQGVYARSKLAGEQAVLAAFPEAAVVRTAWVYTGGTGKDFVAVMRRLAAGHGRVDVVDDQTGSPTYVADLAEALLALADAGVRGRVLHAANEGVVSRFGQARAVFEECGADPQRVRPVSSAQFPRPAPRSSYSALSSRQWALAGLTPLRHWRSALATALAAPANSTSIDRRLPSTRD
Target sequence (P9WH11 whole entry, looked up): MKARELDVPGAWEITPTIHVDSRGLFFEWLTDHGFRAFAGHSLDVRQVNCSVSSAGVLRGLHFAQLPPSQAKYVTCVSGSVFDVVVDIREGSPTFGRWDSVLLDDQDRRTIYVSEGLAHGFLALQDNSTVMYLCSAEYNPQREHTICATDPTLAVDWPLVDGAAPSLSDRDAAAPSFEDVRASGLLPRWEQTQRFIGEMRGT
M. tuberculosis GlmU: inhibition of mycobacterial GlmU enzyme – biochemical, glucosamine-1-phosphate acetyltransferase (AID 1376); M. tuberculosis GlmU acetyltransferase enzyme assay; higher % means a stronger effect; inhibition, %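 (tested at 30 µM in the primary screen)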; hits with a dose series show IC50 in µM; actives 0.25% (n = 220,000); in the data active = inhibition above about 13%;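 also: 0% = complete reaction with vehicle and 100% = reaction without substrate; strong numbers were not always called active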
* hit, by the source's call; . = not tested or not shown.

Order of values – Mtb RmlCD inh | M. tuberculosis GlmU
> COc1cc(OC)cc(C(=O)NCCOC23CC4CC(CC(C4)C2)C3)c1
    4.3 | 4.9%
> COc1ccc(C(=O)NCc2nnc(SCC(=O)Nc3cccc(F)c3)o2)cc1
    -0.7 | -1.0%
> CN(C)CCCCCN(C)Cc1cc2ccccc2o1
    -10.9 | 2.5%
> Cc1ccc(S(=O)(=O)N2CCN(c3nc4ccccc4nc3-n3nc(C)cc3C)CC2)cc1
    -11.9 | -8.3%
> O=C(NCc1nnc(SCC(=O)N2CCN(c3ccccc3)CC2)o1)c1ccco1
    . | 8.5%
> C[C@]12CCC[C@H](O1)c1c(cc3c(c1O)C(=O)c1c(O)cc(O)cc1C3=O)O2
    . | -0.3%
> COc1cc(CNCCSc2nnnn2C)cc(Br)c1OCc1ccc(F)cc1
    8.1 | -4.8%
> Clc1ccc2oc3c(Cl)ncnc3c2c1
    5.6 | 7.2%
> N#C/C(=C\c1ccc(O)c(O)c1)S(=O)(=O)c1ccccc1
    6.3 | 1.7%
> COc1ccccc1-c1nc(N)n[nH]1
    -2.2 | 1.6%
> COc1cc(CNc2ncn[nH]2)cc(Br)c1OC
    8.8 | -2.0%
> CCCc1nc2oc3ccccc3c(=O)c2c(=O)n1-c1ccc(C)cc1
    21.9 | -2.0%
> COc1cccc(/C=N/NC(=O)CSc2cccc3cccnc23)c1
    -24.8 | 0.7%
> Cn1nc(C(F)(F)F)c(C#N)c1N1CCN(c2ccccn2)CC1
    -8.2 | -5.4%
> CNC(=S)N1CCN(c2c(F)cc3c(=O)c(C(=O)O)cn(C4CC4)c3c2OC)CC1C (centres undefined)
    -7.6 | -1.4%
> CCOC(=O)C1CCN(C(=O)N2CCOCC2)CC1
    . | 1.1%
> Cc1nn(-c2ccccc2)c(C)c1C(=O)Nc1ccc(N2CCOCC2)cc1
    . | -2.3%
> COc1ccc2oc(=Nc3cc(F)ccc3F)c(C(N)=O)cc2c1
    31.6 | -9.1%
> COc1ccccc1OCc1nc(C#N)c(NCCCn2ccnc2)o1
    8.5 | -3.8%
> Cc1onc(-c2c(F)cccc2Cl)c1C(=O)NC(=S)NC1CCSC1=O (centres undefined)
    0.7 | -2.8%
> Cc1cc(C=O)c(C)n1-c1ccc(N2CCCC2)c([N+](=O)[O-])c1
    . | -0.1%
> CC1CCCCN1C(=O)CSc1nc(N)cc(=O)[nH]1 (centres undefined)
    6.1 | 4.4%
> COc1ccc(OCCN2C(=O)c3ccccc3C2=O)cc1
    5.7 | -3.6%
> CCCc1[nH][nH]c(=O)c1C(c1cccc(Cl)c1)C(C#N)C#N (centres undefined)
    -6.1 | 3.9%
> O=C1NCCCC1C(=O)N1CCCCC1 (centres undefined)
    -9.5 | -0.9%
> Cc1ccc(Nc2nc(N)nc(CN3CCN(Cc4ccccc4)CC3)n2)cc1Cl
    8.0 | -2.1%
> Cc1cc(C)c2c(n1)nn1c(-n3ccnc3)cc(C)nc21
    10.0 | 4.2%
> O=C(O)c1cc(S(=O)(=O)Nc2ccc3oc(=O)sc3c2)ccc1O
    6.8 | 5.4%
> COc1ccc(-c2nn(-c3ccccc3)cc2/C=C2/SC(=S)N(Cc3ccco3)C2=O)c(C)c1
    4.1 | 1.5%
> O=[N+]([O-])c1cccc(-c2ccc(C(=S)N3CCOCC3)o2)c1
    -9.1 | 1.5%
> CCOC(=O)c1c(NC(=O)C[n+]2ccc(N(C)C)cc2)sc(C)c1C
    -14.0 | 1.8%
> Brc1cccc(OCCOCCn2ccnc2)c1
    6.1 | -0.6%
> CC(=O)OC1N=C(c2ccc(Cl)cc2)c2cc(Br)ccc2NC1=O (centres undefined)
    . | -2.1%
> CCOC(=O)N1CCC(N(C(=O)Nc2ccccc2)C(C)CC)CC1 (centres undefined)
    1.9 | -3.5%
> CCOCCCNC(=O)C(c1ccc(C)cc1)N(Cc1cccs1)C(=O)c1ccccn1 (centres undefined)
    -5.1 | -1.4%
> CC(=O)CCS(=O)(=O)c1ccc(C)c(C)c1
    . | -4.9%
> CC(C)N1C(=O)CCN(C=O)c2ccccc21
    -22.9 | 2.3%
> COc1ccc(O)c(/C=N/N2CCOCC2)c1
    2.4 | -1.3%
> Cn1c(=O)cc(-c2ccccc2)c2ccccc21
    4.5 | 8.6%
> Cc1cc(C)c(C)c(OCC(=O)N2CCCCCC2)c1
    . | 5.9%
> CCOC(=O)C1=C(N)Oc2cc(C)n(C)c(=O)c2C1c1ccncc1 (centres undefined)
    6.9 | -0.6%
> CSC1=C(C#N)C(c2ccc(Cl)cc2)C2=C(CC(C)(C)CC2=O)N1 (centres undefined)
    . | 0.5%
> NS(=O)(=O)c1ccc(O)c(NC(=O)c2ccc([N+](=O)[O-])cc2)c1
    8.5 | 3.0%
> CC(=O)c1c(OC(=O)c2ccc(C)cc2)c2ccccc2n1C
    -2.1 | 1.1%
> COc1ccc(Cc2noc(CN3CCN(C4CCc5ccccc5C4)CC3)n2)cc1OC (centres undefined)
    . | 6.1%
> Cc1ncoc1C(=O)N1CCCC(C(=O)c2ccc(-c3ccccc3)cc2)C1 (centres undefined)
    3.7 | 1.4%
> Fc1ccc(Nc2ncnc3sc4c(c23)CCC4)cc1
    3.2 | 1.3%
> N#Cc1ccc(OCC(=O)N/N=C/C2CC=CCC2)cc1 (centres undefined)
    6.2 | 4.0%
> COc1ccc(N2CCN(c3oc(COc4ccccc4)nc3C#N)CC2)cc1
    -11.3 | 1.2%
> COc1ccccc1Nc1nc(NCC2CCCO2)c2ccccc2n1 (centres undefined)
    -6.4 | 6.8%
> Cc1ccc(C(=O)N[C@H](C(=O)OCC(=O)c2ccc[nH]2)C(C)C)cc1
    4.7 | 3.0%
> CCCCCN(C(=O)CN(C)Cc1ccc(OC)cc1OC)c1c(N)n(CCCC)c(=O)[nH]c1=O
    -8.7 | 9.5%
> CCO[C@H]1OC(C(=O)NCc2nc3ccccc3[nH]2)=C[C@@H](c2ccc(Br)cc2)[C@@H]1CCCO
    . | 1.1%
> O=C(N/N=C\c1ccc(F)cc1)c1csnn1
    -4.4 | -4.4%
> O=C1NC[C@@H](Cc2cccc3ccccc23)N(CCc2cc(C(F)(F)F)cc(C(F)(F)F)c2)C1=O
    -6.7 | 7.5%
> COc1ccc(OC)c(Nc2ncnc3sc(-c4ccccc4)cc23)c1
    11.9 | 5.6%
> COc1cccc(/C=N/NC(=O)c2cnccn2)c1OC
    -4.1 | 0.2%
> COc1ccc(NC(=O)CCSc2ccc(C)cc2)cc1S(=O)(=O)Nc1ccccc1Cl
    25.4 | -1.0%
> CN(C(=O)c1cnccn1)c1nnc(-c2cnccn2)s1
    . | -0.2%
> COCCNC(=O)C1CCCN(S(=O)(=O)c2c(C)noc2/C=C/c2cccs2)C1 (centres undefined)
    -4.5 | -0.4%

Further results follow:
Order of values – Mtb RmlCD inh | M. tuberculosis GlmU
> O=C(Cc1ccc(S(=O)(=O)N2CCCCC2)s1)Nc1ccc(F)c(F)c1
    6.5 | -1.7%
> CCN(CC)C(=O)c1sc2nc(Cc3ccccc3)[nH]c(=O)c2c1C
    -9.5 | -2.5%
> Cc1sc2nc(CN3CCCC3)nc(N3CCN(S(=O)(=O)c4cccs4)CC3)c2c1C
    . | -6.2%
> Cc1cc(C)cc(NC(=O)c2ccccc2CC[N+](=O)[O-])c1
    4.9 | 7.5%
> COc1ccc(C)cc1-n1c(SCC(=O)Nc2cc(C)on2)nc2sc(C)c(C)c2c1=O
    -5.1 | -0.2%
> O=C(O)Cc1ccc(NC(=O)c2ccc(Cl)c(Cl)c2)cc1
    8.5 | -2.5%
> CC(/C=N/N1CCN(c2ccccn2)CC1)=C\c1ccccc1
    7.9 | 0.3%
> CCn1c(=O)c2c(nc3n2CC(C)CN3CCc2ccccc2)n(C)c1=O (centres undefined)
    -5.0 | -4.0%
> CCOC(=O)c1cc2c(=O)[nH]ccc2nc1C(F)(F)F
    7.3 | 3.3%
> CCC(C)NC(=S)Nc1ccc2nc(N3CCN(CC)CC3)cc(C)c2c1 (centres undefined)
    -1.2 | 3.9%
> O=C(O)c1ccc2c(c1)-c1nc3ccccc3n1C2=O
    . | -2.6%
> O=C1CCNc2c(Cl)cccc21
    . | 4.6%
> COc1ccc(/C=C/C(=O)OCC(=O)NCCC2=CCCCC2)cc1
    -5.9 | -5.3%
> Cc1cccnc1NC(=O)CCCN1C(=O)c2ccccc2C1=O
    5.8 | -6.9%
> O=C(COC(=O)c1ccc(Cl)c(S(=O)(=O)N2CCCCC2)c1)NCC1CCCO1 (centres undefined)
    . | -8.2%
> Cc1c(Cc2ccccc2)c(=O)oc2cc(OCC(=O)c3ccccc3)ccc12
    6.8 | 0.9%
> CCn1cc(C(=O)N2CCOCC2)c(=O)c2cc(S(=O)(=O)N(C)C)ccc21
    . | 5.0%
> COc1cc(O)c(C(CCN2CCOCC2)c2cc(OC)c(OC)c(OC)c2)c(OC)c1 (centres undefined)
    . | 0.9%
> CN(C)S(=O)(=O)c1ccc(N)c([N+](=O)[O-])c1
    . | -3.0%
> N/C(=N\S(=O)(=O)c1cc(C(F)(F)F)cc(C(F)(F)F)c1)c1ccc(Cl)cc1
    -6.4 | -2.4%
> COc1ccc(-c2nnc(SCC(=O)Nc3cc(C)on3)o2)cc1
    11.9 | -3.6%
> COc1cc(OC)cc(C(=O)NCc2nc(-c3ccccc3)no2)c1
    -1.4 | 1.8%
> CC(C)CCNC(=O)C1CC(c2ccccc2[N+](=O)[O-])=NO1 (centres undefined)
    . | -4.6%
> CCOc1nc(Nc2ccc(OC)c(Cl)c2)nc(N2CCN(c3ccc(OC)cc3)CC2)n1
    5.5 | 2.3%
> CC1=C(C/C(C)=C/c2ccccc2)/C(=C/CO)[C@@H]2OC(=O)O[C@]2(C)C12CC2
    . | 3.5%
> O=C(COc1ccc(S(=O)(=O)N2CCCC2)cc1)Nc1ccc2c(c1)OCCO2
    13.4 | 0.8%
> COc1ccccc1NC(=O)CSc1nc2ccccc2cc1Cc1ccccc1
    7.4 | 3.3%
> O=C(NC1CCCCC1)c1sc(N2CCOCC2)nc1-c1ccccc1
    4.2 | 3.6%
> COc1ccccc1NC(=S)NC(=O)c1ccc(-c2ccc(Cl)cc2)o1
    73.7 | -5.3%
> O=C(Nc1nc(-c2ccccc2)nc2ccccc12)c1ccc(F)cc1
    -5.4 | -3.3%
> C[C@@H]1CC=C[C@H]2[C@H]1C(=O)N(Cc1ccccc1)[C@H]2c1ccc(F)c(/C=C/c2ccccc2)c1
    . | 0.7%
> O=C(NCc1ccccn1)C1CCN(S(=O)(=O)c2ccccc2)CC1
    2.0 | -2.7%
> O=C(/C=C/c1ccccc1F)c1cccc([N+](=O)[O-])c1
    4.0 | 1.9%
> O=C(CCCN1CCC(c2ccccc2)C1)c1ccc2c(c1)OCCO2 (centres undefined)
    -8.1 | -9.5%
> Cc1ccc(C(C(=O)NC2CCCC2)N(Cc2ccc3c(c2)OCO3)C(=O)Cc2cccs2)cc1 (centres undefined)
    . | -5.8%
> CCc1ccccc1NC(=O)c1cnc2scc(C)n2c1=O
    . | 4.7%
> CN1CCN(C(=S)C(=O)Nc2ccccc2)CC1
    -13.1 | 4.1%
> CCOC(=O)c1nnc(-c2ccc(C)cc2)nc1Oc1ccccc1Cl
    4.7 | -0.1%
> O=C(c1ccc(COCC(F)(F)F)o1)N1CCCCCC1
    . | 0.4%
> O=C(CSc1nc2ccccc2c(=O)n1-c1ccc(Cl)cc1)c1ccco1
    . | -2.8%

Entries of single compounds as entered above. Order of values: Mtb RmlCD inh	M. tuberculosis GlmU
CN1CCN(C(=S)C(=O)Nc2ccccc2)CC1 is listed with -13.1	4.1%
O=C(CCCN1CCC(c2ccccc2)C1)c1ccc2c(c1)OCCO2 (centres undefined) is listed with -8.1	-9.5%
COc1ccccc1NC(=S)NC(=O)c1ccc(-c2ccc(Cl)cc2)o1 is listed with 73.7	-5.3%
Cc1ccc(C(C(=O)NC2CCCC2)N(Cc2ccc3c(c2)OCO3)C(=O)Cc2cccs2)cc1 (centres undefined) is listed with .	-5.8%
CCOC(=O)c1nnc(-c2ccc(C)cc2)nc1Oc1ccccc1Cl is listed with 4.7	-0.1%

The results go on:
Order of values – Mtb RmlCD inh | M. tuberculosis GlmU
> COCCn1c(-c2ccccc2)cc(C(=O)O)c1C
    . | 0.0%
> Cc1cc(C(=O)Nc2cccc(/C=C/C(=O)O)c2)c(C)o1
    . | 1.1%
> O=C1C=C(O)CC(c2ccc(Cl)c(Cl)c2)C1 (centres undefined)
    5.6 | -5.5%
> COc1cc(NC(=O)CSc2nnc3ccc(-c4ccncc4)nn23)cc(OC)c1
    -9.8 | 1.0%
> C=CCNC(=O)NC(=O)COC(=O)/C=C/c1cccc([N+](=O)[O-])c1
    11.4 | -6.1%
> Nc1cnc(CNc2ccccc2Cl)cn1
    . | 5.9%
> CC(C)(C)CNc1cc(N2CCCC2)ccc1[N+](=O)[O-]
    103.8 | 3.4%
> COc1ccccc1C1CC(c2ccco2)=NN1S(C)(=O)=O (centres undefined)
    -6.7 | 7.2%
> COCC(=O)N(Cc1nc2ccccc2c(=O)[nH]1)Cc1cccs1
    -2.1 | .
> O=C(c1ccc(F)cc1)n1ccc(-c2cnc(-c3ccccc3)s2)n1
    2.9 | 0.1%
> CNC(=S)NNc1ccccc1[N+](=O)[O-]
    . | 3.4%
> O=C(Oc1ccc(=O)n(-c2ccccc2)n1)c1ccc(Cl)cc1
    4.8 | 0.3%
> CC(=O)C1C(c2ccc([N+](=O)[O-])cc2)c2c(noc2C)CC1(C)O (centres undefined)
    0.7 | 3.0%
> COc1ccc(N=C2NN=C(c3c(C)[nH]c4ccccc34)CS2)cc1
    -10.2 | 4.0%

2 of these compounds, set out differently.
structure,Mtb RmlCD inh,M. tuberculosis GlmU
COc1cc(NC(=O)CSc2nnc3ccc(-c4ccncc4)nn23)cc(OC)c1,-9.8,1.0%
C=CCNC(=O)NC(=O)COC(=O)/C=C/c1cccc([N+](=O)[O-])c1,11.4,-6.1%

This is a subset. The share of hits here may be higher or lower than overall.
